Screening data: PubChem BioAssay, The Scripps Research Institute Molecular Screening Center
GSTO1 counter – counter-screen for RBBP9 inhibitors: inhibitors of human GSTO1 | P78417 | recombinant GSTO1, activity-based probe fluorescence polarization | inhibition, % at 5.96 µM | hit rate 1.1% among 300,000 | AID 1974;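 active = inhibition above the campaign mean inhibition plus 3 SD, cut at about 35% in these data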;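 also: 0% = GSTO1-1 with DMSO and 100% = wells lacking GSTO1-1 enzyme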
PAFAH2 inh – PAFAH2 (human) inhibition. Q99487. inhibition, % at 3.39 µM. hit rate 0.99% among 340,000. recombinant PAFAH2, FP-rhodamine activity probe, fluorescence polarization. AID 492956;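 active = inhibition above the mean over all tested compounds plus 3 SD, cut at about 30% in these data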;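 also: inhibitors block probe labeling of enzyme so polarization drops; 0% = enzyme with DMSO and 100% = wells lacking PAFAH2 protein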
LYPLA1 inh – blocks human lysophospholipase 1, a PME1 counter-screen | O75608 | recombinant LYPLA1, FP-Rh probe fluorescence polarization | inhibition, % at 5.9 µM | hit rate 0.16% among 320,000;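 active = inhibition above the mean of all tested compounds plus 3 SD, set per campaign, cut at about 14% in these data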;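 also: inhibitors block serine hydrolase probe labeling of LYPLA1 so polarization falls; 0% = enzyme with DMSO and 100% = wells lacking LYPLA1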
EBNA-1 inh – blocks EBNA-1 binding to DNA | EBNA-1 DNA binding, fluorescence polarization | inhibition, % at 14.8 µM | hit rate 0.34% among 300,000; in the data active = inhibition above about 28%
PAD4 inh – PAD4 (human) enzyme inhibition | hit rate 0.41% among 330,000 | inhibition, % at 6.36 µM | recombinant PAD4, RCA probe fluorescence polarization | Q9UM07;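 active = percent inhibition above a cutoff equal to the mean of all tested compounds plus 3 SD, cut at about 15% in these data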;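 also: 0% = PAD4 with RCA probe and DMSO and 100% = probe without PAD4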
PAFAH1B3 FP inh – blocks human PAF acetylhydrolase 1B catalytic subunit 3. Q15102. recombinant PAFAH1B3, FP-rhodamine probe, fluorescence polarization. inhibition, % at 3.39 µM. hit rate 0.28% among 340,000. AID 492972;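 active = inhibition above the screen-wide average of all tested compounds plus 3 SD, cut at about 25% in these data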;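 also: 0% = enzyme with DMSO only and 100% = wells lacking PAFAH1B3 protein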
ZTA DNA inh – counter-screen for EBNA-1 inhibitors: inhibitors of Epstein-Barr virus ZTA; P03206; ZTA-DNA binding, fluorescence polarization; inhibition, % at 11 µM; hit rate 0.15% among 320,000; in the data active = inhibition above about 33%
Target sequence (P03206 whole entry, looked up): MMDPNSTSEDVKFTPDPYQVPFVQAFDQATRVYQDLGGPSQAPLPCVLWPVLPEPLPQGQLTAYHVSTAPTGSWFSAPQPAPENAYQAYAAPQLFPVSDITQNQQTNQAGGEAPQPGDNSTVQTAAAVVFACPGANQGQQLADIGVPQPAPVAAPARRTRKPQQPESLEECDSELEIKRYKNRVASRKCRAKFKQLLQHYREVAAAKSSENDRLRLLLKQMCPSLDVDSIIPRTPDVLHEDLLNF
PREPL inh – human PREPL enzyme inhibition; Q4J6C6; recombinant PREPL, fluorescence polarization activity-based probe; AID 2751; hit rate 0.68% among 320,000; inhibition, % at 5.96 µM; in the data active = inhibition above about 43%;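 also: 0% = enzyme with DMSO and 100% = wells lacking enzyme; many of its hits are not listed in these tables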
Target sequence (Q4J6C6 whole entry, looked up): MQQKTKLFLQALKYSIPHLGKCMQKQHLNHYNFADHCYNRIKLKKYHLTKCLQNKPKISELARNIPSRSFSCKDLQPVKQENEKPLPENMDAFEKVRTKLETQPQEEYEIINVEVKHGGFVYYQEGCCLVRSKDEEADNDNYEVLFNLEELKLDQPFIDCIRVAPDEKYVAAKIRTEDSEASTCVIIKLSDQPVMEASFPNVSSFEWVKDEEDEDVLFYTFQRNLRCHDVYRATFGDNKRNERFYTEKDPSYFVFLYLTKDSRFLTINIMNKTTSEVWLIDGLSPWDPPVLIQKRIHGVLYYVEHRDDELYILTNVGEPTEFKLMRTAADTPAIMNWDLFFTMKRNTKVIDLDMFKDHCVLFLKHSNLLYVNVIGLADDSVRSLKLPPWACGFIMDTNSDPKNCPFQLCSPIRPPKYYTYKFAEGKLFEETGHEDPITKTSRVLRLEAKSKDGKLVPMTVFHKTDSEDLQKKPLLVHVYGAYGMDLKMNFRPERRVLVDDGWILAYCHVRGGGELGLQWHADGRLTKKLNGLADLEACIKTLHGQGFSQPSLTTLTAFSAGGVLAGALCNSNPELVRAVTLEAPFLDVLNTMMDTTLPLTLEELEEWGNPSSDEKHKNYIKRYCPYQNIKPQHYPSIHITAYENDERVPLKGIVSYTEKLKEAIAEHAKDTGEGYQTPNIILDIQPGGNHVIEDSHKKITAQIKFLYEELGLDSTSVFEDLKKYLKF
LYPLA2 counter – counter-screen for PME1 inhibitors: inhibitors of human LYPLA2. O95372. recombinant LYPLA2, FP-Rh probe fluorescence polarization. inhibition, % at 5.9 µM. hit rate 0.38% among 320,000;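 active = inhibition above the screen-wide mean plus 3 SD, limit set per campaign, cut at about 26% in these data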;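 also: 0% = LYPLA2 with DMSO and 100% = wells lacking LYPLA2 enzyme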
An asterisk follows results filed as active; / = not tested or not shown.

structure	GSTO1 counter	PAFAH2 inh	LYPLA1 inh	EBNA-1 inh	PAD4 inh	PAFAH1B3 FP inh	ZTA DNA inh	PREPL inh	LYPLA2 counter
CC(OC(=O)c1cc2c(ccc3ccccc32)oc1=O)c1nc2ccccc2s1 (stereo not drawn)	-5	-4	-1	6	-1	-2	10	-10	-1
COc1ccc(Cl)cc1NS(=O)(=O)c1cccc(C(=O)NC2CCC(O)CC2)c1 (stereo not drawn)	0	4	2	-7	5	-1	-12	0	1
COc1ccc(Cn2nnc3c(=O)[nH]c(C4CCCN(C(=O)c5ccccc5)C4)nc32)cc1 (stereo not drawn)	-2	5	0	10	-1	6	6	2	2
O=C(COC(=O)CCNS(=O)(=O)c1ccccc1)NC1CC1	/	2	/	/	-8	6	/	-1	/
COc1ccccc1NC(=O)/C(C#N)=C/c1cc([N+](=O)[O-])ccc1N1CCCC1	2	-4	-3	1	-1	-1	9	3	-10
CC(C)Oc1ccc(C(=O)Nc2nc3ccccc3[nH]2)cc1	-3	-1	-1	12	-1	10	9	-4	1
CCCn1c(=O)c2ccccc2n2c(SCCOc3ccc(C)cc3)nnc12	-4	3	-2	-5	2	2	1	6	1
CC1c2cc3c(cc2CCN1C(=O)c1cccc(Cl)c1)OCCCO3 (stereo not drawn)	3	-2	-1	-3	-5	4	-8	8	3
CC1CCCN(C(=O)CCCNC(=O)c2ccc(Cl)cc2)C1 (stereo not drawn)	7	-4	-2	3	-10	7	5	-1	0
CC1(C)CC(NC(=O)CCc2nnc(CCCCc3ccccc3)o2)CCO1 (stereo not drawn)	3	-5	-3	7	-4	6	14	4	-7
NS(=O)(=O)c1cccc(NC(=O)COC(=O)Cn2cc(C(F)(F)F)ccc2=O)c1	/	6	-1	/	0	2	13	-3	1
Nc1nnc(SC2CCCC2)s1	7	-1	4	11	5	5	1	8	4
CCOC(=O)[C@H]1[C@H]2COc3ccccc3[C@@H]2N2C(=O)c3cc(F)ccc3NC(=O)[C@@]12C	-8	-1	0	0	-7	10	8	3	-4
S=C(c1ccc(N2CCOCC2)cc1)N1CCCCC1	-2	-5	-4	-1	2	2	-13	17	0
Cc1ccccc1NC(=S)N(C)Cc1cccs1	5	-1	3	10	-4	8	10	0	-2
Cc1nn(CC(=O)NC(=O)NC2CCCC(C)C2C)c(=O)c(C#N)c1C (stereo not drawn)	4	15	1	-3	-1	11	5	-5	3
COc1ccccc1Nc1nn2c(=O)c3ccc(C(=O)N4CCCC(C)C4)cc3nc2s1 (stereo not drawn)	-34	-4	-10	1	-3	3	-6	0	-14
COc1cccc2cc(/C(=N/O)c3ccc(Br)cc3)oc12	-3	2	-1	9	3	-2	17	6	4
O=C(NCc1cccnc1)C1CCN(S(=O)(=O)c2cccs2)CC1	-1	2	5	9	0	0	1	1	9
COc1ccccc1-n1cc(C(=O)NCC(=O)N2CCN(Cc3ccccc3)CC2)c2ccccc2c1=O	5	2	16*	-4	-2	4	9	-5	84*

16 entries out of the list, sorted by length of the SMILES, lowest first:
structure	GSTO1 counter	PAFAH2 inh	LYPLA1 inh	EBNA-1 inh	PAD4 inh	PAFAH1B3 FP inh	ZTA DNA inh	PREPL inh	LYPLA2 counter
Nc1nnc(SC2CCCC2)s1	7	-1	4	11	5	5	1	8	4
Cc1ccccc1NC(=S)N(C)Cc1cccs1	5	-1	3	10	-4	8	10	0	-2
S=C(c1ccc(N2CCOCC2)cc1)N1CCCCC1	-2	-5	-4	-1	2	2	-13	17	0
COc1cccc2cc(/C(=N/O)c3ccc(Br)cc3)oc12	-3	2	-1	9	3	-2	17	6	4
O=C(COC(=O)CCNS(=O)(=O)c1ccccc1)NC1CC1	/	2	/	/	-8	6	/	-1	/
O=C(NCc1cccnc1)C1CCN(S(=O)(=O)c2cccs2)CC1	-1	2	5	9	0	0	1	1	9
CC1(C)CC(NC(=O)CCc2nnc(CCCCc3ccccc3)o2)CCO1 (stereo not drawn)	3	-5	-3	7	-4	6	14	4	-7
Cc1nn(CC(=O)NC(=O)NC2CCCC(C)C2C)c(=O)c(C#N)c1C (stereo not drawn)	4	15	1	-3	-1	11	5	-5	3
CC(OC(=O)c1cc2c(ccc3ccccc32)oc1=O)c1nc2ccccc2s1 (stereo not drawn)	-5	-4	-1	6	-1	-2	10	-10	-1
COc1ccc(Cl)cc1NS(=O)(=O)c1cccc(C(=O)NC2CCC(O)CC2)c1 (stereo not drawn)	0	4	2	-7	5	-1	-12	0	1
COc1ccccc1Nc1nn2c(=O)c3ccc(C(=O)N4CCCC(C)C4)cc3nc2s1 (stereo not drawn)	-34	-4	-10	1	-3	3	-6	0	-14
NS(=O)(=O)c1cccc(NC(=O)COC(=O)Cn2cc(C(F)(F)F)ccc2=O)c1	/	6	-1	/	0	2	13	-3	1
COc1ccccc1NC(=O)/C(C#N)=C/c1cc([N+](=O)[O-])ccc1N1CCCC1	2	-4	-3	1	-1	-1	9	3	-10
COc1ccc(Cn2nnc3c(=O)[nH]c(C4CCCN(C(=O)c5ccccc5)C4)nc32)cc1 (stereo not drawn)	-2	5	0	10	-1	6	6	2	2
COc1ccccc1-n1cc(C(=O)NCC(=O)N2CCN(Cc3ccccc3)CC2)c2ccccc2c1=O	5	2	16*	-4	-2	4	9	-5	84*
CCOC(=O)[C@H]1[C@H]2COc3ccccc3[C@@H]2N2C(=O)c3cc(F)ccc3NC(=O)[C@@]12C	-8	-1	0	0	-7	10	8	3	-4

Remaining list, next part:
structure	GSTO1 counter	PAFAH2 inh	LYPLA1 inh	EBNA-1 inh	PAD4 inh	PAFAH1B3 FP inh	ZTA DNA inh	PREPL inh	LYPLA2 counter
O=C(NC1=NCCS1)c1cc(-c2ccccc2)nn1-c1ccccc1	3	3	-3	9	1	13	10	-8	-5
Cc1ccc(Sc2c(C(=O)Nc3ccc(F)cc3F)c(C(F)(F)F)nn2C)cc1	5	-1	-4	-16	-3	-2	-16	15	7
COc1ccc(CCN2C(=O)c3ccccc3C2(O)c2ncc[nH]2)cc1OC (stereo not drawn)	1	-5	1	-1	-9	4	-5	-1	3
COc1ccc(CCN2CC(C(=O)NCCCn3nc(C)cc3C)CCC2=O)cc1 (stereo not drawn)	-4	5	0	-19	-2	1	1	9	-5
O=C(c1ccco1)N1CCN(C(=O)C(c2ccccc2)c2ccccc2)CC1	0	0	0	10	-2	8	-9	9	3
CCOC(=O)c1[nH]c2ccccc2c1NC(=O)C1CCCCC1	0	-4	-3	-10	1	9	8	8	-2
CC(=O)c1cn(CC(=O)Nc2ccc(C)c(C)c2)c2ccccc12	1	1	-3	17	-4	7	7	2	-3
Cn1c(N)c(Sc2ccccc2[N+](=O)[O-])c(=O)n(C)c1=O	-1	4	-4	17	-4	2	4	-10	3
CCOC(=O)c1c(-c2ccc(OC)cc2)csc1NC(=O)COc1ccc2c(C)cc(=O)oc2c1	-5	-1	-1	7	2	-3	4	2	3
O=C(NCC(=O)N1CCOCC1)c1ccccc1	1	4	0	4	-3	0	-4	2	8
CCOc1cc(C)nc(NCc2ccccc2)n1	0	0	2	-5	-3	-4	-7	-2	2
CCOc1ccc(NC(=O)CSc2nnc(-c3ccccn3)n2C)cc1	14	1	0	-4	-4	4	6	-2	5
Cc1ccc(C)c(NC(=O)c2ncn[nH]2)c1	5	9	3	4	-4	2	6	9	2
Cc1ccc(NC(=O)CSCC(=O)N2CCN(Cc3ccc4c(c3)OCO4)CC2)cc1	3	2	4	-2	2	6	12	11	5
Cc1cccc(C(=O)OC(C)CN2CCOCC2)c1 (stereo not drawn)	5	-5	-1	3	6	3	-10	8	8
Cc1cc(C(=O)CN2C(=O)NC3(CCC(C)CC3)C2=O)c(C)n1C (stereo not drawn)	2	6	3	-5	1	2	-3	0	6
CCN(CCNC(=O)CCCn1nc(C)n2c(cc3sccc32)c1=O)c1ccccc1	1	6	-3	-6	-1	4	-4	27	-2
CSc1ncccc1C(=O)N1CCCC(C(=O)c2ccc3ccccc3c2)C1 (stereo not drawn)	-3	2	3	12	-1	1	6	1	10
CC1(C)C2CC[C@]3(C)C(CC=C4[C@@H]5C[C@@](C)(CO)[C@@H](O)C[C@]56C[C@@H](OC6=O)[C@]43C)[C@@]2(C)CC[C@@H]1O (stereo partly drawn)	1	3	2	12	2	3	10	5	0
CCOc1ccc(N2C(=O)CC(NCCc3ccc(S(N)(=O)=O)cc3)C2=O)cc1 (stereo not drawn)	-9	0	-3	-6	-8	3	4	12	-4

Compound profiles, from the list above.
COc1ccccc1Nc1nn2c(=O)c3ccc(C(=O)N4CCCC(C)C4)cc3nc2s1 (stereo not drawn) is listed with GSTO1 counter = -34; PAFAH2 inh = -4; LYPLA1 inh = -10; EBNA-1 inh = 1; PAD4 inh = -3; PAFAH1B3 FP inh = 3; ZTA DNA inh = -6; PREPL inh = 0; LYPLA2 counter = -14
CCN(CCNC(=O)CCCn1nc(C)n2c(cc3sccc32)c1=O)c1ccccc1 is listed with GSTO1 counter = 1; PAFAH2 inh = 6; LYPLA1 inh = -3; EBNA-1 inh = -6; PAD4 inh = -1; PAFAH1B3 FP inh = 4; ZTA DNA inh = -4; PREPL inh = 27; LYPLA2 counter = -2

(listing goes on)
structure	GSTO1 counter	PAFAH2 inh	LYPLA1 inh	EBNA-1 inh	PAD4 inh	PAFAH1B3 FP inh	ZTA DNA inh	PREPL inh	LYPLA2 counter
O=C(NCc1ccc2c(c1)OCO2)c1ccc(-n2cnnn2)cc1	-7	8	1	-6	1	4	5	2	-4
COc1nc(N)c(C#N)c(-c2ccc(N(C)CCC#N)cc2)c1C#N	6	/	-1	-5	3	/	-6	8	-1
O=C(Cc1c[nH]c2ccccc12)NC1(C(=O)NC2CCCCC2)CCCCC1	10	2	-7	-9	2	-4	6	25	1
COc1ccccc1CC(=O)NC1CCN(Cc2ccccc2)CC1	-5	5	1	-11	-5	5	-13	13	-4
COc1cc(OC)cc(C(=O)NCC(=O)NCc2ccccn2)c1	/	0	/	/	-4	3	/	10	/
O=C(Nc1nc(-c2cc(F)ccc2F)cs1)c1ccccn1	9	-3	-9	2	-1	2	19	-3	-7
COc1ccccc1NC(=O)Cn1nnc(-c2ccccc2NC(=O)c2cccs2)n1	-14	0	2	-7	-3	-2	-23	-6	-15
O=C(Nc1cccc(Cl)c1)c1cc(S(=O)(=O)N2CCOCC2)cs1	-4	-8	-5	3	1	5	5	-5	-3
Cc1cc(C)cc(N(CC(=O)NC2CCCCC2)C(=O)c2ccc(C)s2)c1	-2	10	-2	-1	2	5	-2	-1	-1
CC1(C)CC(=O)C2=C(C1)N(CC1CCCO1)C(=O)C2(O)C(F)(F)F (stereo not drawn)	3	-2	3	-15	-1	7	-19	10	0
CCCCN1CC[C@H]2C=CC[C@@H](C(=O)N3CCOCC3)[C@H]2C1=O	-2	-6	-1	-12	-5	2	1	2	-5
C#CCOC(=O)c1ccc(-n2cncn2)nc1	2	3	-2	-1	0	0	12	-1	-6
O=C(Nc1ccc(F)cc1)NC1(C(=O)NCc2ccco2)CCCCC1	2	0	-3	-9	-2	4	-9	-6	3
COC(=O)c1ccc2[nH]c(CO)c(-c3ccccc3)c2c1	-2	7	2	0	-11	3	-22	6	8
CCOc1ccc(C2NC(=O)c3n[nH]c(C)c32)cc1 (stereo not drawn)	0	6	1	8	-2	3	-6	-5	2
O=C(O)c1ccc(N2C(=O)CC(SC(=NCc3ccc4c(c3)OCO4)Nc3ccccc3)C2=O)cc1 (stereo not drawn)	-2	0	-1	-3	-3	7	15	-5	7
CCOC(=O)CNC(=O)N1CCCC(C(=O)c2cccc(Cl)c2)C1 (stereo not drawn)	2	7	0	-3	0	4	7	3	-4

The list is partial; count on the stated rates, not on these rows.
